High-throughput results deposited in PubChem by National Center for Advancing Translational Sciences (NCATS).
HP1b chromo inh = blocks HP1-beta chromodomain binding to methylated histone tails. P83916. AlphaScreen HP1-beta / biotin-H3K9me3 peptide binding. Potency, µM (top dose mostly 114 µM), for the others: at the highest dose activity change, negative = inhibition, most hits filed as inhibitors. hit rate 0.56% among 390,000. AID 540317; further: nearly all actives have a fitted effect of over 70% in size; inactives centre near 23
Target sequence (P83916 whole entry, looked up): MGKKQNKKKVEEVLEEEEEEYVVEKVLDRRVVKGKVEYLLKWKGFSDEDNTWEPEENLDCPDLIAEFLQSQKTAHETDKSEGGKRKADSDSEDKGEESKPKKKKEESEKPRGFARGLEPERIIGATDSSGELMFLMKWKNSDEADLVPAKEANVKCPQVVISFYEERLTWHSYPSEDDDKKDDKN
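Compound inhibition of the preformed complex between 50 nM HP1-beta and 50 nM biotinylated H3K9me3 peptide was read by AlphaScreen. Buffer was PBS pH 7.4 with 0.01% Tween-20. Incubations ran 30 min at room temperature, with 10 ug/mL donor/acceptor beads.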
rTrxR1 inhibitor = inhibitors of rat thioredoxin reductase 1. Potency, µM (doses to about 114 µM), for inactives: at the top dose activity change, negative = inhibition, actives largely listed as inhibitors. recombinant rTrxR1, NADPH fluorescence consumption, selenite substrate. O89049. hit rate 1% among 390,000; further: on the % scale 0 is the no-effect control and ±100 the full control effect; nearly all actives have a fitted effect of over 65% in size
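Rat TrxR1 (90 nM in the dispensed reagent) was pre-reduced with 400 uM NADPH for 5 min at room temperature, then incubated with compound for 15 min. After 400 uM selenite was added, NADPH fluorescence (Ex 340/Em 450 nm) was followed for 8 min.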
Pin1 inh = blocks the human prolyl isomerase Pin1; AID 504891; Q13526; Pin1 FP peptide displacement, HiFluor488, 10 min; Potency, µM (series often up to 115 µM), for the others: top-dose activity, negative = inhibition, usual class: inhibitors; hit rate 0.009% among 390,000; active means well fitted inhibition curve with a large enough effect in the polarisation, with a control signal flat, not every such curve was filed as active; inconclusive means small, poorly fitted or top-dose-only effect, or effect the other way, or a change in a side signal; inactive means no such curve, though single readings can be large or run the other way; the % refers to the polarisation; further: on the % scale 0 is the no-effect control and ±100 the full control effect
Target sequence (Q13526 whole entry, looked up): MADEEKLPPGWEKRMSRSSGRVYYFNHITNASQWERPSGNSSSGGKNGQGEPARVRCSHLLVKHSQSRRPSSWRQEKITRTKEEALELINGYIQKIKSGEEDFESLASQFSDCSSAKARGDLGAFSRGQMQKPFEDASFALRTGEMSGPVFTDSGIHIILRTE
ALOX12 inh = blocks human arachidonate 12S-lipoxygenase; P18054; purified 12hLO, xylenol orange hydroperoxide absorbance; Potency, µM (doses to about 108 µM), for the others: at the top dose activity change, negative = inhibition, hits mostly inhibitors; hit rate 1.1% among 580,000; further: on the % scale 0 is the no-effect control and ±100 the full control effect
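Purified human 12hLO (150 nM final) in 25 mM Hepes, 0.01% Triton X-100, pH 7.0 was preincubated 15 min at room temperature with compound. Then 40 uM arachidonic acid was added, 30 min. Hydroperoxide was read by Fe-XO absorbance ratio 573/405 nm.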
GLS inh = inhibitors of human glutaminase (GLS); Potency, µM (top dose mostly 45.5 µM), for inactives: at the highest dose activity change, negative = inhibition, usual class: inhibitors; hit rate 0.21% among 410,000; O94925; AID 624170; GLS enzymatic activity, qHTS titration; further: on the % scale 0 is the no-effect control and ±100 the full control effect
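Compounds were pin-transferred onto hKGA, after which L-glutamine (1 mM solution) and a detection mix of glutamate oxidase, HRP and Amplex Red were added. Initial and 30 min RT fluorescence reads were collected.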
Tb PGK inh = blocks T. brucei phosphoglycerate kinase | AID 602233 | hit rate 0.043% among 380,000 | P07378 | PGK/GAPDH coupled, Kinase-Glo luminescence, 60 min | Potency, µM (series often up to 57.5 µM), for inactives: at the highest dose activity change, negative = inhibition, hits mostly inhibitors; further: on the % scale 0 is the no-effect control and ±100 the full control effect; nearly all actives have a fitted effect of over 60% in size
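Recombinant glycosomal PGK reaction used 1,3-bisphosphoglycerate generated in-well by GAPDH (100nM final) in 100mM TEA pH 7.6, 5mM MgCl2, 0.01% Tween-20. After 60 minutes at room temperature, ATP was read by Kinase-Glo Plus luminescence end-point.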
JMJD2A Tudor = inhibitors of human JMJD2A Tudor domain. hit rate 4.4% among 390,000. AlphaScreen JMJD2A-Tudor / H3K4me3 peptide binding. O75164. Potency, µM (series often up to 114 µM), for inactives: top-dose activity change, negative = inhibition, actives largely listed as inhibitors. AID 504339; further: on the % scale 0 is the no-effect control and ±100 the full control effect; nearly all actives have a fitted effect of over 50% in size
ERG Ets-DNA blk = ERG Ets/DNA interaction inhibition; AID 624246; hit rate 0.028% among 370,000; Potency, µM (doses to about 76.9 µM), for inactives: top-dose FP activity, negative = inhibition, hits mostly inhibitors; fluorescence polarization, His-ERG Ets domain / labelled DNA; P11308; active means well fitted inhibition curve with a large enough effect in the polarisation, with a control signal flat; inconclusive means small, poorly fitted or top-dose-only effect, or effect the other way, or a change in a side signal; inactive means no such curve, though single readings can be large or run the other way; the % refers to the polarisation;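 further: polarization taken with two DNA probes labelled with fluorescein and Texas red; % of control where 0% means no effect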
Target sequence (P11308 whole entry, looked up, the tested form may be a part): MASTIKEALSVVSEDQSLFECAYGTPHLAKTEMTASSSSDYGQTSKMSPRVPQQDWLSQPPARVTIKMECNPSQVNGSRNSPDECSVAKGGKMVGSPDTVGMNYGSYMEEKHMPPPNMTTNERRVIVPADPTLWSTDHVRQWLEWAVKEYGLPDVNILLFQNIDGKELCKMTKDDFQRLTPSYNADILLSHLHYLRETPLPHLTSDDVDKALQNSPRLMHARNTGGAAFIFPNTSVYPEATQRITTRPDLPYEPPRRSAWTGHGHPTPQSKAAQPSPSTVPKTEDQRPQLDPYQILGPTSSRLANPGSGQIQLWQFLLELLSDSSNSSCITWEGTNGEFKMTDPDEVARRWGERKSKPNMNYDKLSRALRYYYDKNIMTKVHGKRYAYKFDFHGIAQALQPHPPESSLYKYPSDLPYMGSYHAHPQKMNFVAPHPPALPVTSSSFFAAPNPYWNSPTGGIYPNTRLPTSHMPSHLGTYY
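His-tagged ERG Ets domain (1 uM in the protein solution; 300mM KCl, 50mM Tris-HCl, 1mM EDTA, 1mM DTT, pH 7.5) received compound, then a probe mix of 5 nM fluorescein-DNA and 100nM Texas-615-DNA. Fluorescence polarization was read for both dyes.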
RGS4 inhibitor = blocks human RGS4-accelerated GTP hydrolysis; P49798; Transcreener GDP fluorescence polarization, RGS4-accelerated GTP hydrolysis; Potency, µM (top dose mostly 114 µM), without a hit: at the highest dose activity change, negative = inhibition, hits mostly inhibitors; hit rate 0.039% among 390,000; further: on the % scale 0 is the no-effect control and ±100 the full control effect; nearly all actives have a fitted effect of over 75% in size; some results filed as inactive show a strong effect at the top dose
Target sequence (P49798 whole entry, looked up): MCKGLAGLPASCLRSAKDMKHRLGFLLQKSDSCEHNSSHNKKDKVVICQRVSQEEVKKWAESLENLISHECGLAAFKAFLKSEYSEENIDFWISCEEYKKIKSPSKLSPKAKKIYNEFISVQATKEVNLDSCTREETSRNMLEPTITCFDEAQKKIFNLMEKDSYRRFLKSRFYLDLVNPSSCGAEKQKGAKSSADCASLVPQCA
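MLSMR compounds (23 nl, pin-transferred) preincubated 10 min at room temperature with a 500nM (2x) first reagent, then RGS4 at 900nM (2x) plus Transcreener GDP mix added; fluorescence polarization (620/688 nm) read before and after 90 min at 30 °C.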
* hit, by the source's call; i = inactive; u = inconclusive; x = no result given; & = joins results of further samples; [ ] = another dose, or the depositor's remark. Unless noted, the call rests on the fitted dose curve; in most records, active means well fitted curve in the direction sought with a large enough effect; inconclusive means small, poorly fitted or top-dose-only effect, or another doubt; inactive means no such curve, though single readings can be large; an effect the other way counts as inactive or inconclusive. Potency means the concentration at half of the fitted maximal effect. The list is partial. The share of hits here may be higher or lower than overall.

SMILES	HP1b chromo inh	rTrxR1 inhibitor	Pin1 inh	ALOX12 inh	GLS inh	Tb PGK inh	JMJD2A Tudor	ERG Ets-DNA blk	RGS4 inhibitor
CC(C(=O)Nc1ccccc1)N1CCN(C(=O)c2ccco2)CC1 (stereo not given)	32%	9%	-1%	42%[activator]	-5%	5%	2%	-2%	16%
Cc1nnc(SCC(N)=O)n1CC1CCCO1 (stereo not given)	34%[activator]	3%[57.1 µM]	4%	-12%	-6%	-6%	-5%	0%	-5%
O=C(Cc1c(C(=O)O)[nH]c2ccccc12)NCCN1CCN(c2ccccc2F)CC1	37%	14%	-5%	-17%	15%	-2%	-5%	2%	2%
CC1(C)C2CCC(C2)C1(C)NC(=O)CN1CCOCC1 (stereo not given)	u	2%[57.1 µM]	-8%	u	-15%	-2%	32µM*	10%	-17%
CC(C)Oc1ccc(CNC(=O)CC(c2ccccc2)c2cc(Cl)ccc2O)cc1 (stereo not given)	2%	13%	-6%	-2%	-1%	16%	-20%	2%	-5%
CN(C)/C=N/c1cnc(C(=O)c2ccc(Cl)cc2)n1C	-6%	-6%	-2%	0%	14%	2%	-25%	-17%	34%
COc1ccc(S(=O)(=O)N2CCOC2CNC(=O)C(=O)NCC(C)C)cc1 (stereo not given)	28%	-6%	3%	23%	-3%	-3%	-5%	6%	-38%
Cc1[nH]c2ccccc2c1C(=O)CN1CCSCC1	18%	15%	4%	-2%	0%	i	-9%	-13%	1%
CCOc1ccc(S(=O)(=O)N(CC(=O)NCCc2ccc(OC)cc2)c2ccccc2)cc1	32%	u	-3%	-16%	-2%	7%	-5%	0%	14%
CCOC(=O)c1c(NC(=O)c2cc(C)oc2C)sc(C(=O)Nc2ccc(Cl)cc2)c1C	23%	5%	u	186%[activator][57.4 µM]	-9%	-7%	-16%	7%	0%
NC(=O)C1(N2CCCCC2)CCN(CC(=O)Nc2ccc(Oc3ccccc3)cc2)CC1	22%	13%	1%	-28%	-1%	-10%	-15%	-10%	5%
CS(=O)(=O)N(Cc1ccc(Cl)cc1)c1ccc(C(=O)Nc2cccnc2)cc1	9%	-19%[57.1 µM]	-1%	-3%	2%	-5%	-19%	-8%	-11%
CCOc1ccc(S(=O)(=O)n2nnc3ccccc32)cc1C	12%	-6%	-3%	x	14%	-8%	u	-3%	31%
Cc1ccc2nc(NC(=O)CCNS(=O)(=O)c3cccs3)sc2c1	30%[activator]	-5%[57.1 µM]	9%	0%	-1%	-7%	-19%	-5%	-23%
CN1CCN(/N=C/c2c3ccccc3c(Cl)c3ccccc23)CC1	u	-44%	u	u	-7%	2%	40µM*	10%	-20%
CC(C)C1CC(CCN2CCCCC2)(c2ccccc2)CCO1 (stereo not given)	24%	24%	5%	-5%&48%	-16%	i	-21%	-3%	4%[56.9 µM]
O=C(CCC1COc2ccccc2O1)Nc1cccnc1 (stereo not given)	30%	6%	-4%	-27%	-14%	i	-13%	-3%	-22%
COCc1nnc(SCC(=O)Nc2cccc(Cl)c2C)n1-c1ccccc1	24%	4%	-2%	u	0%	-1%	-11%	6%	-37%
COc1ccccc1N1CCN(CCCNC(=O)Nc2ccccc2)CC1	-13%	14%[57.1 µM]	3%	0%	28%	-3%	-30%	8%	39%
CN(Cc1ccccn1)Cc1nc(-c2ccc(Cl)cc2)no1	38%	u	7%	3%	5%	7%	-18%	1%	1%
COc1ccc(CN(C)C(=O)c2ccc(NC(=O)CC3SC(N4CCCCC4)=NC3=O)cc2)c(OC)c1 (stereo not given)	13%	-2%	-2%	0%	-1%	4%	-26%	-8%	-4%
COc1ccc(NC(=O)c2c(NC(=O)CNCc3ccco3)sc3c2CCC3)cc1	3%	-5%	27%	70%[activator]	14%	0%	-17%	1%	4%
Cc1[nH]n(-c2ccccc2)c(=O)c1N=O	23%	2%[57.1 µM]	-11%	u	0%	3%	-12%	13%	-20%
COc1ccc(Cl)cc1C(=O)NNC(=O)C1CCCO1 (stereo not given)	7%	8%	-5%	-8%	-8%	-2%	-14%	-2%	4%
Cc1ccc(NC(=O)CN2C(=O)S/C(=C\c3cccn3C)C2=O)cc1	22%	12%	29%	9%	0%	i	-3%	x	-15%

Later entries.
SMILES	HP1b chromo inh	rTrxR1 inhibitor	Pin1 inh	ALOX12 inh	GLS inh	Tb PGK inh	JMJD2A Tudor	ERG Ets-DNA blk	RGS4 inhibitor
COc1ccc(S(=O)(=O)N(C)C)cc1NC(=O)c1ccc(OCC(=O)N2CCOCC2)c(OC)c1	14%	12%	-4%	-2%	3%	-7%	-23%	-11%	-7%
CCOC(=O)C1CCN(CCC(=O)Nc2ccc(C)c(C)c2)CC1	29%	24%	-3%	-7%	1%	i	-13%	-4%	5%
COc1ccc(S(=O)(=O)N2CCC(C(=O)NC3CCCCC3C)CC2)cc1 (stereo not given)	25%	32%[57.1 µM]	-12%	-28%	-14%	-9%	8%	-9%	-34%
COCCCn1c(SCC(=O)n2c(C)c(C)c3ccccc32)nnc1-c1ccoc1C	19%	u	2%	68%[activator]	11%	-2%	u	5%	-41%
OC(COCCC12CC3CC(CC(C3)C1)C2)CN1CCCC1 (stereo not given)	36%[activator]	-11%	10%	-7%	4%	1%	-3%	14%	9%
CCOc1cc(-c2nnn(CC(=O)N3CCCCC3)n2)ccc1OC	40%[activator]	12%	10%	20%	0%	-17%	5%	9%	-21%
CCC(=O)Nc1cccc(C2=NOC3(C2)C[C@@H](C(N)=O)N(C(=O)c2ccccc2C(=O)c2ccccc2)C3)c1 (stereo not given in full)	23%	-2%	-3%	10%	-1%	7%	-13%	-6%	16%
COc1ccc(-c2ccc(-c3noc(C)n3)c(OC)n2)cc1	36%[activator]	31%	-2%	28%	1%	i	-6%	-3%	-9%
Cc1ccc(CNC(=O)CSc2c3c(nc4cc(Cl)ccc24)CCCC3)cc1	49%[activator]	-18%	-3%	2%	0%	4%	-3%	0%	-18%
CCCSc1ncc(Cl)c(C(=O)N2CCN(c3ccc(OC)cc3)CC2)n1	-11%	15%	5%	-27%	24%	x	u	0%	-4%
COC(=O)CSc1nnc(C2COc3ccccc3O2)n1-c1ccccc1 (stereo not given)	32%	12%	-2%	-21%	8%	-4%	-5%	x	0%
Cc1cccn2c(=O)c3cc(C(=O)NCCc4ccccc4)c(=N)n(CCCn4ccnc4)c3nc12	24%	33%[activator][57.1 µM]	11%	-5%	-1%	4%	-20%	7%	-14%
CCOc1ccccc1C(=O)Nc1ccccc1-c1ccccc1	103%[activator]	-2%	0%	-18%	4%	-9%	24%	0%	2%
O=[N+]([O-])c1ccc(COc2cccc3cccnc23)cc1	12%	9%[57.1 µM]	-2%	-19%	u	2%	-4%	-2%	-14%
CCN(C(=O)CN1C(=O)NC(CCSC)C1=O)C1CCS(=O)(=O)C1 (stereo not given)	48%[activator]	-4%	-7%	9%	-3%	3%	-6%	2%	29%
Cc1cc(=O)oc2cc(OC(C)C(=O)NCCc3ccc(S(N)(=O)=O)cc3)ccc12 (stereo not given)	27%	23%	4%	-9%&-2%	-17%	i	-29%	-12%	0%[56.9 µM]
CCC(C)Cn1cnc2c(SCc3ccccc3F)nc(N)nc21 (stereo not given)	38%	2%	2%	-3%	-18%	0%	-1%	-14%	-2%
CCN1CCN(c2nc3c(S(=O)(=O)c4ccc(C)cc4)nnn3c3ccsc23)CC1	23%	1%	u	-27%	2%	3%	-25%	5%	-18%
NS(=O)(=O)c1ccc(NC(=S)N2CCC(Cc3ccccc3)CC2)cc1	u	5%[57.1 µM]	0%	x	2%	-15%	u	2%	u
Cc1cccc(NC(=O)CSc2nc3c(c(=O)[nH]2)CCCC3)c1C	35%	7%[57.1 µM]	-2%	-25%	5%	x	-8%	x	0%
CC(OC(=O)c1ccccn1)C(=O)Nc1nc(-c2ccc(F)c(F)c2)cs1 (stereo not given)	2%	50%[activator]	u	-2%	-16%	0%	-26%	2%	13%
CC1(c2ccccc2)NC(=O)N(CC(=O)NC(=O)NCc2ccco2)C1=O (stereo not given)	12%	3%[57.1 µM]	2%	-1%	1%	-4%	-19%	-3%	15%
CN1C(=O)CSc2ccc(NC(=O)N3CCOCC3)cc21	25%	20%[57.1 µM]	6%	-8%	4%	-7%	-1%	-10%	16%
COCCNC(=O)C(OC(=O)c1ccco1)c1ccccc1F (stereo not given)	57%[activator]	11%[57.1 µM]	0%	0%	7%	-1%	-9%	8%	-25%
COc1ccccc1NS(=O)(=O)c1cc([N+](=O)[O-])ccc1N/N=C/c1c[nH]c2ccccc12	u	-13%	u	0%	15%	-7%	-11%	-1%	2%
CN(c1ccccc1)S(=O)(=O)c1cccc(C(=O)NC2CCCC2)c1	29%	16%	-11%	-2%	-1%	6%	-4%	10%	-5%
COc1ccc2c(=O)c(C(=O)NCCc3ccc(OC)c(OC)c3)c[nH]c2c1	3%	4%	1%	0%	5%	1%	-28%	3%	13%

Reprinted at random: 3 entries already listed.
SMILES	HP1b chromo inh	rTrxR1 inhibitor	Pin1 inh	ALOX12 inh	GLS inh	Tb PGK inh	JMJD2A Tudor	ERG Ets-DNA blk	RGS4 inhibitor
CC1(c2ccccc2)NC(=O)N(CC(=O)NC(=O)NCc2ccco2)C1=O (stereo not given)	12%	3%[57.1 µM]	2%	-1%	1%	-4%	-19%	-3%	15%
CCN(C(=O)CN1C(=O)NC(CCSC)C1=O)C1CCS(=O)(=O)C1 (stereo not given)	48%[activator]	-4%	-7%	9%	-3%	3%	-6%	2%	29%
Cc1ccc(CNC(=O)CSc2c3c(nc4cc(Cl)ccc24)CCCC3)cc1	49%[activator]	-18%	-3%	2%	0%	4%	-3%	0%	-18%
